Screening results: PubChem BioAssay, several laboratories
cytoskel mod = modifiers of cytoskeleton assembly; HUVEC TNFa F-actin phalloidin imaging, high content; AID 836; inhibition, % at 2 µM; 91,000 tested, 0.18% active;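 active = inhibition above the batch mean plus 3 SD and confirmed as a hit by visual image inspection, cut at about 30% in these data, passing the limit was not always enough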; note: strong numbers were not always called active
HUVEC tox IL1B = toxic to HUVEC cells under IL-1B stimulation | HUVEC cell count loss, Hoechst imaging, IL-1B stimulated | cell count reduction, % at 2 µM | 94,000 tested, 0.41% active;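 active = cell count reduction more than 3 SD above the screen-wide mean, cut at about 70% in these data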;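 note: normalized per plate to untreated control cells as the no-loss baseline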
VCAM1 TNFa inh = reduces TNF alpha induced VCAM1 expression in HUVEC. HUVEC TNFa-induced VCAM-1 immunofluorescence, high-content imaging. inhibition, % at 2 µM. 95,000 tested, 0.48% active;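 active = inhibition above the batch mean plus 3 SD, with images confirmed as a hit by eye, cut at about 37% in these data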;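 note: 0% = TNF-stimulated DMSO wells and 100% = unstimulated control wells; not every result past the cut was called active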
PTK2B oligo ant = Pyk2 (human) oligomerization antagonism; 99,000 tested, 0.83% active; z-score (the deposit names both 25 µM and 10 µM); Q14289; Q293 cells, Pyk2 FERM NanoBiT luminescence; hits give low values;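 active = Z-score of -3 or lower, scaled per plate to the spread of control and sample wells; inactive = z-score above -3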;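 note: negative z-score means lost luminescence so less FERM oligomerization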
FAK blocker = inhibitors of human focal adhesion kinase | Q05397 | biochemical FAK kinase activity assay | inhibition, %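 (tested at 7 µM)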 | 97,000 tested, 0.84% active | AID 727; in the data active = inhibition above about 19%;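 note: 0% = DMSO and 100% = reference compound high control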
HUVEC tox TNFa = HUVEC cytotoxicity counter-screen, TNF alpha stimulated | HUVEC TNFalpha-stimulated, Hoechst cell count, imaging | cell count reduction, % at 2 µM | 93,000 tested, 0.17% active;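 active = cell count reduction exceeding the screen mean by over 5 SD, scaled to untreated wells per plate, cut at about 78% in these data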;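 note: cells counted after 24 h of TNF alpha exposure following the 1 h pretreatment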
PTPN22 inh 2 = blocks human PTPN22 phosphatase activity | Q9Y2R2 | recombinant LYP catalytic domain, DiFMUP fluorescence | inhibition, % at 2 µM | 96,000 tested, 0.21% active | AID 640;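 active = inhibition at 2 µM at or above a set limit, the screen mean plus 3 SD, cut at about 24% in these data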;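 note: 0% = DMSO with enzyme and 100% = enzyme fully blocked by orthovanadate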
LYP act = activators of human LYP (PTPN22) phosphatase; 96,000 tested, 0.11% active; AID 697; recombinant LYP, DiFMUP fluorescence; 0 = plate median, 100 = signal doubled; activation, % at 2 µM; Q9Y2R2;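 active = activation at 2 µM above a set limit, the mean plus 5 SD, cut at about 37% in these data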
ERa coact inh = ER-alpha (human) coactivator binding inhibition | TR-FRET ER-alpha LBD / SRC-1 peptide, estradiol-bound | P03372 | inhibition, % at 25.6 µM | 86,000 tested, 1.7% active; in the data active = inhibition above about 50%;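 note: 0% = receptor plus peptide control and 100% = peptide only without receptor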
An asterisk follows results filed as active; . = not tested or not shown; [ ] = another dose, or the depositor's remark.

SMILES	cytoskel mod	HUVEC tox IL1B	VCAM1 TNFa inh	PTK2B oligo ant	FAK blocker	HUVEC tox TNFa	PTPN22 inh 2	LYP act	ERa coact inh
CSc1nc2ccccc2cc1/C=C(\C#N)c1ccc(Cl)cc1Cl	10	-3	1	0.11	1	-9	4	-2	.
COC(=O)c1ccc(-c2ccco2)n1Cc1ccccc1Cl	-4	-3	3	-0.13	-1	-12	-10	9	1
C1CCc2nnc(-c3nnc4n3CCCCC4)n2CC1	2	-12	13	-0.83	0	3	0	-1	-9
CC(C)Cc1nc(SCC(=O)Nc2ccc(S(N)(=O)=O)cc2)n[nH]1	23	-17	-8	1.2	0	-28	-2	4	-5
Cc1noc(C)c1CSc1nnc(-c2ccncc2)n1-c1ccc(Cl)c(Cl)c1	3	0	4	-0.6	3	15	9	-9	7
O=C(OCc1ccccc1Cl)c1ccccc1C(=O)c1ccccc1	5	-107	-8	-2.9	7	-26	3	1	.
COc1ccc(N2CCN(C(=O)C(Cc3ccccc3)n3cccc3)CC2)cc1 (configuration not stated)	13	-1	5	.	-6	-44	-26	22	-4
O=C(CN1C(=O)c2ccccc2C1=O)c1ccccc1	17	12	0	-0.44	1	-10	-13	14	-1
CC(C)(C)NC(=O)CSc1nnc(Cc2ccc3c(c2)OCO3)n1C1CCCCC1	10	21	6	-0.44	0	-24	0	-2	-7
COc1ccc(-c2nnc3ccc(SC(C(C)=O)C(C)=O)nn23)cc1OC	-13	-62	7	0.47	1	-14	2	1	-1
Cc1ccc(-c2ccc(CCC(=O)O)n2-c2cccc(O)c2)cc1	4	-13	9	0.15	-3	.	10	-8	17
CC1(C)CC(=O)c2cn3c(nc2C1)nc1ccccc13	.	-68	0	0.65	-1	-26	-7	6	-2[fluorescence artefact?]
N#CCSc1nc2cc(C(=O)N3CCCC3)ccc2c(=O)n1Cc1ccccc1	-11	9	-12	-1.4	4	21	2	-4	.
Cc1cc(C)c2cccc(NC(=S)NC(=O)c3ccccc3)c2n1	16	4	11	0.81	3	-14	4	-1	.
Cc1ccc(C(=O)c2cc3ccccc3o2)cc1C	-5	-15	-22	-0.61	1	-11	4	0	16[fluorescence artefact?]
N/C(=N\OC(=O)c1ccccc1Cl)c1ccccc1	-1	-16	40	0.81	2	16	0	3	.
COc1cc(NS(=O)(=O)c2ccc(N/C=C(\C=O)c3nc4cc(Cl)ccc4o3)cc2)nc(OC)n1	-14	-8	-3	-0.67	0	17	-9	6	.
COc1cccc(N/C(SC)=C(/C#N)C(N)=O)c1	-6	-16	15	0.52	7	-17	11	-9	-8
Cc1cccc(OC(C)c2ccnc3nc(/N=C/N(C)C)nn23)c1 (configuration not stated)	-14	-16	1	0.13	-1	19	3	1	.
Cc1cccc(N2C(N)=NC(N)=NC23CCCCC3)c1	-9	-14	4	-1.1	-2	-15	-13	12	35[fluorescence artefact?]
COc1cccc(-c2nnc(SCc3ccccn3)n2C)c1	-9	35	-3	0.89	0	-4	-1	-2	0
CN(C)c1ccc(C2=NOC(CN3C(=O)c4ccccc4S3(=O)=O)C2)cc1 (configuration not stated)	8	-3	13	-0.56	-4	-22	-10	7	-5[fluorescence artefact?]
CSc1cc(-c2ccc(Cl)cc2)c(C(=O)NN)s1	0	-6	0	-1.7	-7	1	8	-5	.
N#Cc1cnn(-c2ncnc3sc(-c4ccccc4)cc23)c1N	-10	6	7	0.1	-1	-10	0	3	15
CCN1C(=O)N(c2ccc(Cl)cc2)C(C)=CC1(C)C	6	-13	11	1.3	4	11	4	-2	3

The list goes on:
SMILES	cytoskel mod	HUVEC tox IL1B	VCAM1 TNFa inh	PTK2B oligo ant	FAK blocker	HUVEC tox TNFa	PTPN22 inh 2	LYP act	ERa coact inh
O=C(NC1CS(=O)(=O)CC1NCc1ccccc1)c1ccccc1 (configuration not stated)	-20	-8	-21	-0.17	1	29	3	-6	-6
O=C(NCCC1=CCCCC1)C1CCCN(c2nc3ccccc3o2)C1 (configuration not stated)	16	5	5	2.1	2	-28	-8	5	-9
COc1ccc(C(=O)Nc2ccc(OC)c(OC)c2)cc1	-2	-16	16	0.9	-2	-14	1	-4	33
FC(F)(F)c1cc(-c2ccco2)nc(N2CCN(Cc3ccccc3)CC2)n1	-10	20	-7	-0.01	-2	-4	6	-4	.
Cc1cc(NC(c2ccc(Cl)cc2)c2ccc3cccnc3c2O)no1 (configuration not stated)	.	2	28	-0.87	3	1	4	0	7
CCOC(=O)N1CCC(N(C(=O)Nc2ccccc2)C(C)CC)CC1 (configuration not stated)	-4	-9	4	0.77	-2	-30	-10	6	10

Just HUVEC tox TNFa (two entries from above):
compound	HUVEC tox TNFa
COc1ccc(C(=O)Nc2ccc(OC)c(OC)c2)cc1	-14
FC(F)(F)c1cc(-c2ccco2)nc(N2CCN(Cc3ccccc3)CC2)n1	-4

6 compounds already listed, ordered by their value in VCAM1 TNFa inh, smallest number first.
Molecule	cytoskel mod	VCAM1 TNFa inh	PTK2B oligo ant	FAK blocker	PTPN22 inh 2	LYP act	ERa coact inh
O=C(NC1CS(=O)(=O)CC1NCc1ccccc1)c1ccccc1 (configuration not stated)	-20	-21	-0.17	1	3	-6	-6
FC(F)(F)c1cc(-c2ccco2)nc(N2CCN(Cc3ccccc3)CC2)n1	-10	-7	-0.01	-2	6	-4	.
CCOC(=O)N1CCC(N(C(=O)Nc2ccccc2)C(C)CC)CC1 (configuration not stated)	-4	4	0.77	-2	-10	6	10
O=C(NCCC1=CCCCC1)C1CCCN(c2nc3ccccc3o2)C1 (configuration not stated)	16	5	2.1	2	-8	5	-9
COc1ccc(C(=O)Nc2ccc(OC)c(OC)c2)cc1	-2	16	0.9	-2	1	-4	33
Cc1cc(NC(c2ccc(Cl)cc2)c2ccc3cccnc3c2O)no1 (configuration not stated)	.	28	-0.87	3	4	0	7
